Tb PYK inh: T. brucei pyruvate kinase inhibition. Q57TT1. TbPYK enzyme, Kinase-Glo Plus ATP luminescence, 45 min. Potency, µM (doses to about 76.8 µM), without a hit: top-dose activity, negative = inhibition, usual class: inhibitors. 410,000 compounds, 0.12% hits. AID 624173; further: nearly all actives have a fitted effect of over 50% in size
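Enzyme and substrate buffer are dispensed first and compound is pin-transferred. ADP at 130 uM final then starts the reaction, which runs 45 min at room temperature. Detection reagent is added for 10 min before luminescence is imaged.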
AMA1 RON2 block: inhibitors of Plasmodium falciparum AMA1-RON2 interaction; AlphaScreen AMA1-biotinylated RON2 peptide binding; Potency, µM (series often up to 58.2 µM), for the others: at the top dose activity change, negative = inhibition, usual class: inhibitors; 360,000 compounds, 0.2% hits; AID 720542;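 further: 0% = vehicle wells and -100% = peptide control; nearly all actives have a fitted effect of over 45% in size; some results filed as inactive show a strong effect at the top dose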
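AMA1 (3D7) with his tag at 25 nM final met compounds first, then biotinylated RON2 peptide at 25 nM; detection used donor plus acceptor beads, 10 µg/mL apiece, read by AlphaScreen after 30 min at room temperature.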
An asterisk follows results filed as active; ? = inconclusive; [ ] = another dose, or the depositor's remark. The call rests on the fitted dose curve; in most records, active means well fitted curve in the direction sought with a large enough effect; inconclusive means small, poorly fitted or top-dose-only effect, or another doubt; inactive means no such curve, though single readings can be large; an effect the other way counts as inactive or inconclusive. Unless noted, on the % scale 0 is the no-effect control and ±100 the full control effect; potency means the concentration at half of the fitted maximal effect. The list is partial; count on the stated rates, not on these rows.

No.	Molecule	AMA1 RON2 block	Tb PYK inh
1	NS(=O)(=O)c1cccc(NC(=O)COC(=O)CCC(=O)c2cccs2)c1	-1%	-13%
2	CCOC(=O)[C@]12CCC=C1N(Cc1ccc(Cl)cc1Cl)C(=O)[C@H](CC(=O)N1CCCC1)C2	-14%	0%
3	COC(=O)[C@]1(Cc2ccccc2)N[C@H](CN(C)S(=O)(=O)c2ccc(C(C)(C)C)cc2)[C@@H]2C(=O)N(Cc3ccccc3)C(=O)[C@@H]21	6%	5%
4	Cc1ccc(NC(=O)[C@H](Cc2ccccc2)NC(=O)CC[C@H]2O[C@@H](n3ccc(=O)[nH]c3=O)[C@H](O)[C@@H]2O)cc1C	-3%	4%
5	O=C(C=Cc1ccccc1)c1cccs1	20%	-17%
6	CC1CCCC(NC(=O)COC(=O)c2cc(=O)[nH]c3ccccc23)C1C (stereo not given)	-2%	0%
7	c1ccc(CN=C(NCc2ccccc2)NCc2ccccc2)cc1	5%	-3%
8	CNc1ncnc(NC)c1[N+](=O)[O-]	0%	2%
9	Cc1ccc(N2CCN(C(=O)c3cn(CC4CCCCC4)nn3)C(C)C2)cc1 (stereo not given)	5%	10%
10	CN(C)c1ccc(C=c2c3ccccc3n3c2c2c([n+]3C)CCCC2)cc1	?	-11%
11	C[C@H]1CN([C@@H](C)CO)S(=O)(=O)c2ccc(Br)cc2O[C@@H]1CN(C)S(=O)(=O)c1ccccc1F	19%	4%
12	COc1ccc2c(CN3CCN(c4ccc(Cl)c(Cl)c4)CC3)cc(=O)oc2c1	1%	6%
13	O=C(Nc1ccc(Br)cc1Cl)c1ccc(OCC2CCCO2)cc1 (stereo not given)	-17%	4%
14	O=C(NCc1cccs1)c1ccc(CS(=O)Cc2ccc(Cl)cc2)o1 (stereo not given)	-3%	7%
15	Cc1cccc(C)c1NC(=O)CN(Cc1ccccc1)Cc1ccccc1	21%	1%
16	CC(C)[C@H](NC(=O)c1ccc([N+](=O)[O-])cc1Cl)C(=O)N1CCN(C/C=C/c2ccccc2)CC1	-16%	-10%
17	CC(=O)Nc1ccc(C(=O)N2CCCC(c3cc(C(=O)Nc4ccccc4)no3)C2)cc1 (stereo not given)	-1%	3%
18	CCCCn1nnnc1C1(C)CCC(=O)N1CCOc1ccccc1 (stereo not given)	-1%	2%
19	Cc1cccc(NC(=O)COC(=O)C(NC(=O)c2cccc(S(=O)(=O)N3CCOCC3)c2)C(C)C)c1 (stereo not given)	1%[11.6 µM]	-2%
20	CSc1ccc(/C=C/C(=O)OCC(=O)NC2CCCCCC2)cc1	31%[activator]	-6%
21	C[C@H](CO)N1C[C@H](C)[C@@H](CN(C)S(=O)(=O)c2ccc(Oc3ccccc3)nc2)OCc2cnnn2CCCC1=O	7%	3%
22	Cn1c(=O)c2cc(NC(=O)NCc3ccccc3)ccc2n1C/C=C/c1ccccc1	6%	0%
23	O=C(COC(=O)c1ccco1)Nc1ccc(Cl)cn1	-13%	0%
24	Cc1ccc(S(=O)(=O)NC(=O)C2(C)CCN2C(=O)Cc2ccc(C(C)(C)C)cc2)nc1 (stereo not given)	82%[activator]	0%
25	CCCCCCC[C@@H](C/C=C/CCC(=O)N(C)C/C(=C/Cl)C/C(=C\C(=O)N1CC(OC)=CC1=O)OC)OC	2%	0%

Going on with the list.
No.	Molecule	AMA1 RON2 block	Tb PYK inh
26	CC(C)N(C(=O)[C@H]1C[C@H](CC(=O)NCc2ccco2)C(=O)N2CCc3c([nH]c4ccc(Cl)cc34)[C@]12C)C(C)C	-29%	-3%
27	CC(O)[C@H]1CN=C(N)N1CC1CCCCC1 (stereo not given in full)	7%	-4%
28	COc1ccc(-c2sc3ccccc3c2/C=C/c2ccc(N)cc2)cc1	-6%	4%
29	CN(C(=O)c1ccc(NC(=O)Cc2cccc(NC(=O)C3CCCN(C(=O)c4ccccc4)C3)c2)cc1)C1CC1 (stereo not given)	4%	-1%
30	CN(C)c1nc2c(N)ncnc2n1C1OC(CO)C(O)C1O (stereo not given)	18%	-8%
31	COc1ccc(-c2csc(NC(C)c3nc4cc(C(=O)NCCCO)ccc4n3Cc3ccc(C)cc3)n2)cc1 (stereo not given)	51%[activator]	-7%
32	O=C(Cn1ncc2ccccc2c1=O)Nc1cccc(C(F)(F)F)c1	1%	3%
33	O=C(C[C@H]1C/C=C\CC[C@H](Cc2ccc(F)cc2)C(=O)OC[C@@H]2CCCN2C1=O)N[C@H](CO)Cc1ccccc1	15%	2%
34	c1ccc(-c2cc(-c3nc(-c4ccccn4)no3)c3ccccc3n2)cc1	14%	-13%
35	COc1cccc(NC(=O)N(C)C[C@@H]2OCc3cn(nn3)CCCC(=O)N([C@H](C)CO)C[C@H]2C)c1	-1%	3%
36	COc1ccc2[nH]cc(CCNC(=O)CC[C@H]3O[C@@H](n4cc(C)c(=O)[nH]c4=O)C[C@@H]3O)c2c1	0%	-8%
37	C[C@H]1CN([C@@H](C)CO)C(=O)Cc2cc(NC(=O)Cc3cn(C)c4ccccc34)ccc2O[C@@H]1CN(C)S(=O)(=O)c1cn(C)cn1	-1%	2%
38	Cc1cnc(C(=O)N(c2ccc(N3CCOCC3)cc2)C2C(=O)Nc3ccccc3N=C2c2ccc(F)cc2)cn1 (stereo not given)	63%[activator]	-8%
39	Cc1c(Br)cccc1NC(=O)C1(C)CCN1Cc1ccccc1OC(F)F (stereo not given)	15%	14%
40	S=C(c1cccs1)N1CCN(c2ccccc2)CC1	?	-2%
41	N=C(N)SCc1ccc(Cl)c2ccccc12	8%	-5%
42	O=C1C=CC(=O)N1CCCCCCCCCCN1C(=O)C=CC1=O	-8%	?
43	Cc1ccccc1-c1ccc2c(c1)O[C@H](CN(C)C(=O)C1CC1)[C@@H](C)CN([C@@H](C)CO)S2(=O)=O	18%	-2%
44	O=C(COC(=O)CN1C(=O)c2ccccc2C1=O)Nc1ccccc1	-16%	1%
45	Cc1ccc(S(=O)(=O)N2[C@@H](c3ccc4c(c3)OCO4)C(C(=O)O)=C[C@H]2CC2CCCC2)cc1	16%	-4%
46	O=S1(=O)CC(N2CCN(CCO)CC2)CN1Cc1cn(Cc2ccc(Cl)cc2)nn1 (stereo not given)	-4%	0%
47	CCCS(=O)(=O)NC(=O)C1(C)CCN1C(=O)Cc1ccc(Cl)cc1Cl (stereo not given)	0%	1%
48	COc1ccc(Nc2nc(NC(C)C)nc3ccsc23)cc1OC	-11%	-1%
49	COc1ccc(S(=O)(=O)N(C)[C@H]2C[C@H]3c4cc(N5CCN(C)CC5)ccc4CCN3C(=O)[C@H]2[C@H](C)O)cc1	1%	5%
50	OC(COCc1ccccc1)COCc1ccccc1	-3%	2%

Arranged by formula weight (lowest first): part of the list above.
No.	Molecule	AMA1 RON2 block	Tb PYK inh
41	N=C(N)SCc1ccc(Cl)c2ccccc12	8%	-5%
48	COc1ccc(Nc2nc(NC(C)C)nc3ccsc23)cc1OC	-11%	-1%
39	Cc1c(Br)cccc1NC(=O)C1(C)CCN1Cc1ccccc1OC(F)F (stereo not given)	15%	14%
37	C[C@H]1CN([C@@H](C)CO)C(=O)Cc2cc(NC(=O)Cc3cn(C)c4ccccc34)ccc2O[C@@H]1CN(C)S(=O)(=O)c1cn(C)cn1	-1%	2%

(cont.)
No.	Molecule	AMA1 RON2 block	Tb PYK inh
51	CN(C(=O)c1ccc(NC(=O)Cc2ccc(NC(=O)C3CCCN(S(=O)(=O)c4cccc([N+](=O)[O-])c4)C3)cc2)cc1)C1CCCC1 (stereo not given)	19%	-5%
52	Cn1c(=O)c2cc(NC(=O)CCc3ccccc3)ccc2n1Cc1cccc(C(F)(F)F)c1	6%	4%
53	COc1ccc(C2=NN(C(=O)c3ccco3)C(c3cccs3)C2)cc1OC (stereo not given)	-20%	2%
54	COc1ccccc1N1CCN(C(=O)CN(C)S(=O)(=O)c2ccc(C)cc2)CC1	6%	-6%
55	O=C(Nc1ccc(F)c(Cl)c1)C1Cc2c(-c3ccco3)ccnc2O1 (stereo not given)	-6%	-1%
56	COc1ccc(-n2nnnc2SCC(=O)NC2CCS(=O)(=O)C2)cc1 (stereo not given)	12%	2%
57	Cc1cc2nc(-c3ccccc3)c(Cc3ccsc3)n2c(C)c1Br	-8%	5%
58	OC(c1ccc(F)c(F)c1)c1nc(-c2cc(F)cc(F)c2)cs1 (stereo not given)	11%	1%
59	O=C(CSc1nnc(C2CC2)n1C1CC1)c1cccs1	-4%	-14%
60	O=C(COC(=O)c1ccccc1O)NCCc1c[nH]c2ccccc12	-12%[11.6 µM]	0%
61	c1cnc(OCCN2CC2)cn1	52%[activator]	4%
62	Cc1noc(NS(=O)(=O)c2ccc(NC(=O)c3cccc(S(=O)(=O)N(C)c4ccccc4)c3)cc2)c1C	-8%	-1%
63	O=C1CCCCC1C1(O)C(=O)Nc2ccccc21 (stereo not given)	3%	-9%
64	COc1ccc(S(=O)(=O)N(C)C[C@@H]2Oc3ccc(NS(=O)(=O)c4cn(C)cn4)cc3C(=O)N([C@@H](C)CO)C[C@@H]2C)cc1	-10%	-3%
65	O=C(O)c1ccc(NN=Cc2cc(=O)[nH]c(=O)[nH]2)cc1	22%	2%
66	COc1cccc(NC(=O)COC(=O)C2CCCCC2)c1	12%	3%
67	COc1ccc(C(O)c2ncc(-c3ccccc3)[nH]2)cc1F (stereo not given)	-3%	-1%
68	Cc1ccccc1-c1nc(NC(C)C)nc2cc(-c3ccccc3)sc12	18%	-1%
69	O=C(NC(c1ccc(Cl)cc1)c1cnccn1)C1CCN(CCCOc2ccccc2)CC1 (stereo not given)	-2%	-2%
70	O=C(c1ccc[nH]1)N1O[C@@H]2C=C[C@H]1C2	9%	-1%
71	O=C(COC(=O)c1cc(S(=O)(=O)N2CCOCC2)ccc1F)Nc1ccc2c(c1)OCO2	-13%	8%
72	CCCS(=O)(=O)NC(=O)C1(C)CCN(C(=O)c2ccc(F)cc2Cl)C1 (stereo not given)	-8%	-6%
73	CC(C)NC(=O)C1Cc2c(-c3ccccc3Oc3ccccc3)ccnc2O1 (stereo not given)	3%	1%
74	c1ccc2c(c1)cc1ccc3cccc4ccc2c1c34	105%[activator]	-1%
75	O=C(NCCN1CCC(n2c(=O)[nH]c3ccccc32)CC1)c1ccc(F)cc1F	0%	3%

The listing continues:
No.	Molecule	AMA1 RON2 block	Tb PYK inh
76	COc1cccc(C(=Cc2ccc([N+](=O)[O-])cc2)C(=O)O)c1	-10%	1%
77	COc1ccccc1Cc1c(-c2ccc(F)cc2)nc2ccc(Cl)cn12	7%	-1%
78	COc1ccccc1-c1nnc(NC(=O)C2CCCN2S(=O)(=O)c2cccs2)o1 (stereo not given)	80%[activator]	2%
79	O=C(CC[C@H]1O[C@@H](n2ccc(=O)[nH]c2=O)[C@H](O)[C@@H]1O)NCc1ccc2c(c1)OCO2	12%	-9%
80	CN(C)c1ccc(C=Cc2ccnc3ccccc23)cc1N	?	0%
81	CC1(C)CC(=O)C=C(c2ccc(-c3ccccc3)cc2)C1=O	-10%	-6%
82	CN(CCO)C(=O)c1nc[nH]c1C(=O)N(C)Cc1ccccc1	22%	4%
83	O=C(CN1c2cccc3cccc(c23)S1(=O)=O)N1CCN(c2ccccc2)CC1	20%[11.6 µM]	0%
84	CCC(=O)N1CCCC1(C)C(=O)NCc1ccc(SC)cc1 (stereo not given)	7%	5%
85	CCCNC(=O)C1(C)CCCN(Cc2c(F)cccc2F)C1 (stereo not given)	17%	2%
86	CN1CCN(C(=O)c2cc3c(c(-c4cccc(C#CC(C)(C)O)c4)n2)[C@H](CCO)N(S(=O)C(C)(C)C)C3)CC1 (stereo not given in full)	21%	-9%
87	O=C(NCC1CCCO1)C(=O)N/N=C/c1ccc(OCc2ccccc2Cl)cc1 (stereo not given)	5%	-1%
88	COc1ccc2sc(-c3ccccc3OC)c(-c3ccc(OCCN(C)C)cc3)c2c1	?	-4%
89	O=C(Nc1ccccc1)c1cc([N+](=O)[O-])ccc1N1CCCCC1	-9%	3%
90	CC(C)CC(N)c1csc(Nc2ccc(C(=O)NCCO)cc2)n1 (stereo not given)	51%[activator]	1%
91	COc1cccc(C(=O)O)c1OS(=O)(=O)c1ccc(C)cc1	8%	5%
92	COc1ccc(Cc2c(C3CCCCC3)nc3c(Cl)cc(C(F)(F)F)cn23)c(C)c1	-21%	-7%
93	CC(O)(c1ccc(F)c(F)c1)c1nc(-c2ccoc2)cs1 (stereo not given)	4%	2%

Another view of some results above.
Value order – AMA1 RON2 block, Tb PYK inh
(41) N=C(N)SCc1ccc(Cl)c2ccccc12
→ 8%, -5%
(42) O=C1C=CC(=O)N1CCCCCCCCCCN1C(=O)C=CC1=O
→ -8%, ?
(43) Cc1ccccc1-c1ccc2c(c1)O[C@H](CN(C)C(=O)C1CC1)[C@@H](C)CN([C@@H](C)CO)S2(=O)=O
→ 18%, -2%
(44) O=C(COC(=O)CN1C(=O)c2ccccc2C1=O)Nc1ccccc1
→ -16%, 1%
(45) Cc1ccc(S(=O)(=O)N2[C@@H](c3ccc4c(c3)OCO4)C(C(=O)O)=C[C@H]2CC2CCCC2)cc1
→ 16%, -4%
(46) O=S1(=O)CC(N2CCN(CCO)CC2)CN1Cc1cn(Cc2ccc(Cl)cc2)nn1 (stereo not given)
→ -4%, 0%
(47) CCCS(=O)(=O)NC(=O)C1(C)CCN1C(=O)Cc1ccc(Cl)cc1Cl (stereo not given)
→ 0%, 1%

Bioassay records deposited in PubChem BioAssay by National Center for Advancing Translational Sciences (NCATS).
